Assay outcomes as filed in PubChem.
TrxR1 substrate – is turned over as a substrate by rat TrxR1; O89049; purified TrxR1 substrate turnover, NADPH consumption readout; Potency, µM (top dose mostly 114 µM), for inactives: at the highest dose activity change, negative = substrate turnover; actives 0.01% (n = 390,000); also: % is scaled to controls: 0 for no effect and ±100 for the full control effect; nearly all actives have a fitted effect of over 50% in size
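Rat TrxR1, dispensed at 90 nM, was prereduced with 400 uM NADPH (final) for 5 min at ~22 deg C, then incubated with compound 15 min before 400 uM selenite. A first-read NADPH fluorescence drop versus no-compound background flagged substrates.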
RGS4 inh – human RGS4 inhibition; P49798; Transcreener GDP fluorescence polarization, RGS4-accelerated GTP hydrolysis; Potency, µM (doses to about 114 µM), for inactives: at the highest dose activity change, negative = inhibition, hits mostly inhibitors; actives 0.039% (n = 390,000); AID 504845; also: % is scaled to controls: 0 for no effect and ±100 for the full control effect; nearly all actives have a fitted effect of over 75% in size; some results filed as inactive show a strong effect at the top dose
Target sequence (P49798 whole entry, looked up): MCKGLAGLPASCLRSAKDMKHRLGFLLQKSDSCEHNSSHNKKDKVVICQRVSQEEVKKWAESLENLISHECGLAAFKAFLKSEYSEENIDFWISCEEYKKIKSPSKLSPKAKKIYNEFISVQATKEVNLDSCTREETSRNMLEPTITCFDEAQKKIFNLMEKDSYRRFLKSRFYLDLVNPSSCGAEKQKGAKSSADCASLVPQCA
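MLSMR compounds (23 nl, pin-transferred) preincubated 10 min at room temperature with a 500nM (2x) first reagent, then RGS4 at 900nM (2x) plus Transcreener GDP mix added; fluorescence polarization (620/688 nm) read before and after 90 min at 30 °C.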
Vif-APOBEC3G blk – Vif-A3G binding inhibition; Q9HC16; HeLa A3G-eYFP + Vif (tagged APOBEC3G with the HIV-1 protein that degrades it), YFP fluorescence, overnight; Potency, µM (doses to about 46.1 µM), for inactives: top-dose activity, negative = active, most hits filed as inhibitors; actives 0.076% (n = 410,000); AID 602310;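 also: % is scaled to controls: 0 for no effect and ±100 for the full control effect; nearly all actives have a fitted effect of over 60% in size; hits raise eYFP signal because A3G escapes Vif-driven loss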
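HeLa cells stably expressing Vif and C-terminally eYFP-tagged A3G, seeded overnight at 37 deg C, then exposed to compound by pintool overnight at 37 deg C. Rise in yellow fluorescence (Ex 488/Em 500-530, Acumen) marks blocked Vif-driven A3G degradation.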
12-LOX inh – ALOX12 (human) lipoxygenase inhibition. P18054. purified 12hLO, xylenol orange hydroperoxide absorbance. Potency, µM (doses to about 108 µM), without a hit: top-dose activity change, negative = inhibition, hits mostly inhibitors. actives 1.1% (n = 580,000); also: % is scaled to controls: 0 for no effect and ±100 for the full control effect
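Hydroperoxide product was detected by ferrous iron/xylenol orange as the 573 to 405 nm absorbance ratio. Arachidonic acid at 40 uM (final) was turned over for 30 min at room temperature by 150 nM human 12hLO, pH 7.0 Hepes buffer, after 15 min compound preincubation.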
USP1-UAF1 inh – blocks the human USP1/UAF1 deubiquitinase complex. O94782. recombinant USP1/UAF1, Ub-Rhodamine cleavage fluorescence. Potency, µM (titrated, usually from 57.1 µM), for inactives: at the highest dose activity change, negative = inhibition, hits mostly inhibitors. actives 0.23% (n = 390,000); also: % is scaled to controls: 0 for no effect and ±100 for the full control effect; nearly all actives have a fitted effect of over 60% in size; inactives centre near -12
Target sequence (O94782 whole entry, looked up): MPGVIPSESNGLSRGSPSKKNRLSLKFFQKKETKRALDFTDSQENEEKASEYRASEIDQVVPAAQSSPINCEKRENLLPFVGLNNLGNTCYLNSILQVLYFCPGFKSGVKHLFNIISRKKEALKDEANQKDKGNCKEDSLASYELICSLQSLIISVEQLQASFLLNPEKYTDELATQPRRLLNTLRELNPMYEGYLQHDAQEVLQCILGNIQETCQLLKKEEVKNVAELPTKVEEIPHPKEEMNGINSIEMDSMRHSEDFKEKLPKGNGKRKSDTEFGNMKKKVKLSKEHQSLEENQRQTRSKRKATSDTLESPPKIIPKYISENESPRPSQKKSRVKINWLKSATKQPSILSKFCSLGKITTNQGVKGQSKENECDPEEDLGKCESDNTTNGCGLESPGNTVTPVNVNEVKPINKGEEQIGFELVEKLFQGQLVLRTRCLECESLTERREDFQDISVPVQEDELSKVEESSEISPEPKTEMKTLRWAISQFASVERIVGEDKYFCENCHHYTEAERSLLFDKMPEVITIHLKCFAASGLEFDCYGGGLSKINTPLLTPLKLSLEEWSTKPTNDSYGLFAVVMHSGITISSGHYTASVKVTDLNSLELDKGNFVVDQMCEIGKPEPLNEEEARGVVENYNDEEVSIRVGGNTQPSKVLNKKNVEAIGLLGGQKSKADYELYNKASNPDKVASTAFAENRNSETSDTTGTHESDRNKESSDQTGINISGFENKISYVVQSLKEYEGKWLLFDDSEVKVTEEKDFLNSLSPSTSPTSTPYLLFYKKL
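High-throughput fluorogenic screen: 1nM USP1/UAF1 complex, Ub-Rho substrate 150nM final, 50mM HEPES pH 7.8 with 0.5mM EDTA, 0.1 mg/ml BSA, 1mM TCEP and 0.01% Tween-20.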
IDH1 R132H inh – blocks human mutant IDH1 R132H enzyme; O75874; IDH1-R132H enzyme, NADPH consumption, diaphorase/resazurin fluorescence; Potency, µM (doses to about 76.6 µM), without a hit: top-dose activity change, negative = inhibition, actives largely listed as inhibitors; actives 0.093% (n = 390,000); AID 602179; also: % is scaled to controls: 0 for no effect and ±100 for the full control effect; nearly all actives have a fitted effect of over 65% in size
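IDH1-R132H (0.5 ug/mL dispensed) in pH 7.5 Tris buffer was preincubated 30 min with compound, then given a substrate mix of 0.016 mM NADPH and 2 mM alpha-KG for 80 min at room temperature; remaining NADPH was read by diaphorase/resazurin fluorescence.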
RXFP1 ag – activates the human relaxin receptor RXFP1; Q9HBX9; HEK293T-RXFP1 cAMP TR-FRET, 30 min; response scale: percent of porcine relaxin response, buffer zero; Potency, µM (highest dose often 57.5 µM), without a hit: top-dose activation, hits mostly activators; actives 0.3% (n = 370,000); AID 2676; also: % is scaled to controls: 0 for no effect and ±100 for the full control effect; nearly all actives have a fitted effect of over 60% in size; many of its hits are not listed in these tables
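HEK293T cells stably expressing RXFP1 were pretreated with the PDE4 inhibitor Ro 20174, exposed to compounds for 30 min at 37C, lysed, and cAMP was read by TR-FRET. Data normalized to buffer (basal) and 29 nM porcine relaxin (100%).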
rTrxR1 inhibitor – inhibitors of rat thioredoxin reductase 1. O89049. recombinant rTrxR1, NADPH fluorescence consumption, selenite substrate. Potency, µM (top dose mostly 114 µM), for the others: at the top dose activity change, negative = inhibition, usual class: inhibitors. actives 1% (n = 390,000). AID 588453; also: % is scaled to controls: 0 for no effect and ±100 for the full control effect; nearly all actives have a fitted effect of over 65% in size
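Rat TrxR1 (90 nM in the dispensed reagent) was pre-reduced with 400 uM NADPH for 5 min at room temperature, then incubated with compound for 15 min. After 400 uM selenite was added, NADPH fluorescence (Ex 340/Em 450 nm) was followed for 8 min.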
Vif-APOBEC3F blk – blocks the Vif interaction with APOBEC3F | AID 602313 | HeLa A3F-eYFP + Vif (tagged APOBEC3F with the HIV-1 protein that degrades it), YFP fluorescence increase | Potency, µM (top dose mostly 46.1 µM), inactives show top-dose activity, negative = active | actives 0.2% (n = 390,000); also: % of control where 0% means no effect; nearly all actives have a fitted effect of over 65% in size
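HeLa cells stably expressing A3F-eYFP plus Vif, plated and incubated overnight at 37 deg C, then exposed to compounds overnight at 37 deg C. Blocked degradation read as raised yellow fluorescence (Ex 488/Em 500-530).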
An asterisk follows results filed as active; ? = inconclusive; · = no result given; & = joins results of further samples; [ ] = another dose, or the depositor's remark. Calls follow the shape of the dose curve; as a rule, active = well fitted curve in the direction sought with a large enough effect; inconclusive = small, poorly fitted or top-dose-only effect, or another doubt; inactive = no such curve, though single readings can be large; an effect the other way counts as inactive or inconclusive. Potency is read from the fitted curve at half-maximal effect. The list is partial; rates above refer to the full screens.

Structure,12-LOX inh,IDH1 R132H inh,USP1-UAF1 inh,rTrxR1 inhibitor,Vif-APOBEC3F blk,RGS4 inh,TrxR1 substrate,Vif-APOBEC3G blk,RXFP1 ag
CC(C)C[C@H]1COCCS(=O)(=O)N1Cc1cccc(C(F)(F)F)c1,-13%,18%,-37%,12%,3%,-3%,-4%,-1%,·
CC(C)N(C(=O)COC(=O)[C@H](C)NC(=O)c1ccco1)c1ccccc1,-2%,5%,5%,23%,-1%,29%,5%,0%,3.9%
Cc1cc(C(=O)N2CCN(Cc3ccccc3)CC2)ccc1[N+](=O)[O-],0%,3%,-22%,-7%,0%,-3%,4%,1%,-1.1%
CCOC(=O)C(C)Oc1ccccc1C1NC(=O)NC(C)=C1C(=O)Nc1ccc(C)c(C)c1 (stereo not given),4%,-1%,-12%,18%,-1%,8%,9%[57.1 µM],-2%,0.0%
CN(CC(=O)Nc1ccccc1Cl)C(=O)COC(=O)/C=C/c1ccc(C(F)(F)F)cc1,-26%,-9%,?,14%,3%,?,-6%,3%,0.3%
Cc1ccc(CN2CCN(CC3CC4C=CC3C4)CC2)cc1 (stereo not given),?,5%,-13%,-7%,·,1%,-10%,0%,-1.0%
CCN(CC)CCN1C(=O)C(O)=C(C(=O)c2ccco2)C1c1ccccn1 (stereo not given),-25%,0%,-11%,?,·,-13%,-1%,1%,1.5%
O=c1ccc(-c2ccccc2)nn1Cc1ccc(Cl)cc1,?,0%,-22%,17%,1%,-4%,6%,-5%,·
O=C(Nc1cccc2ccccc12)NC(Cc1ccccc1)C(=O)O (stereo not given),?,-1%,2%,-10%[57.1 µM],2%,4%,16%[57.1 µM],1%,1.0%
CCN(CC)C(=O)/C=C/c1ccccc1,20%,2%,-20%,-5%,4%,-16%,-6%,2%,0.3%
Cc1cccc(-c2nc(S(=O)(=O)c3ccc(Cl)cc3)c(N3CCCCCC3)o2)c1,-15%,2%,-26%,16%,3%,-7%,2%,-3%,0.0%
Cc1ccc(NC(=O)N2CCOCC2)c(C)c1,-2%,2%,-6%,-10%,0%,9%,-7%,1%,-1.0%
CC(C)C[C@H](NC(=O)[C@H]1N2C(=O)c3ccccc3C2SC1(C)C)C(=O)N[C@@H](Cc1ccccc1)C(=O)O (stereo not given in full),?,-5%,-24%,-5%,-7%,-7%,2%,-3%,1.7%
S=c1[nH]nc(-c2cccc(Cl)c2)n1Cc1ccccc1,?,3%,-17%,-17%,2%,-31%,-1%,0%,-1.2%
CCC1(c2ccc(F)cc2)NC(=O)N(CC(=O)Nc2ccccc2C)C1=O (stereo not given),-15%,2%,-15%,17%[57.1 µM],-4%,?,-8%[57.1 µM],-6%,1.2%
S=c1[nH]nc(-c2ccc(Cl)cc2)n1/N=C/c1cccs1,0%,4%,-19%,-1%[57.1 µM],0%,-52%,-1%,2%,-0.7%
CCOc1cccc(-c2nnc(SCC(=O)Nc3cc(C)ccc3OC)n2N)c1,0%,2%,-14%,6%,-2%,-14%,-3%,-5%,-0.2%
O=C(NC1CCN(Cc2ccccc2)CC1)c1ccccc1NS(=O)(=O)c1ccc(F)cc1,?,-2%,-23%,10%,-24%,-12%,17%,4%,·
CCn1ncc(C2=NOC(C(=O)N3CCC(C(N)=O)CC3)C2)c1C (stereo not given),-4%,7%,-10%,12%,-4%,-13%,4%,4%,0.0%
Cc1ccc(Cl)cc1NC(=O)c1ccc2snnc2c1,0%,-2%,-32%,8%,7%,-12%,0%,-2%,1.6%
CC(=O)n1nc(-c2ccco2)nc1SCc1ccccc1,·,-2%,-16%,?,-4%,-18%,7%[57.1 µM],-3%,-0.8%
Cc1cc(C)cc(NC(=O)c2ccc(Cn3nc(C)c(Cl)c3C)o2)c1,-22%,0%,-15%,6%[57.1 µM],-3%,-12%,-2%[57.1 µM],2%,1.2%
CCc1nnc2c3cnn(-c4ccccc4)c3ncn12,?,8%,-8%,10%,5%,-33%,15%,-1%,-0.3%
CC(C)C(NC(=O)C1CCCCC1)C(=O)Nc1ccncc1 (stereo not given),-22%,15%,-19%,21%[57.1 µM],0%,-5%,-3%[57.1 µM],-3%,2.0%
COc1cc2cnc(-c3ccsc3)cc2cc1OC,-24%,6%,-13%,21%,-1%,8%,2%,-6%,·
O=C(Nc1cccnc1)c1ccc(Cl)c(S(=O)(=O)N2CCCC2)c1,-5%,0%,-15%,21%,-5%,12%,-4%,5%,0.4%
CCc1ccccc1NC(=O)c1cn(C)c(=O)c2ccccc12,-11%,-19%,?,-10%,3%,-8%,5%[2.29 µM],4%,3.5%
Cc1ccc(-c2nnc(SCC(=O)N3CCOCC3)nc2-c2ccc(C)cc2)cc1,-23%,0%,-6%,-3%,0%,-11%,-5%,-10%,2.6%
CN1C[C@H]2CON(C)[C@H]2C[C@H]1c1cccc(N2CCOCC2)c1,-3%,9%,-32%,-2%,-8%,-7%,5%,0%,·
CCOc1ccc(-n2nc(CO)c(C(=O)NCCCc3ccccc3)n2)cc1,6%,-8%,-17%,40%[activator],1%,1%,69%[activator],-3%,-0.8%
COc1ccccc1NC(=S)N1CCCCCC1,6%,12%,-17%,5%,8%,-10%,4%,-10%,0.5%
O=C(COC(=O)Cc1ccsc1)NCc1ccccc1,7%,-2%,-1%,7%,-5%,-5%,9%[0.0914 µM],0%,0.3%
CC(C)(C)OC(=O)NCCCC[C@@H](C(=O)NCCCCCCCCCCC(=O)N1CCN(C(=O)OC(C)(C)C)CC1)n1cc(CCCC(=O)O)nn1,1%,4%,-9%,23%,1%,-14%,7%,-5%,3.8%
Cc1c(S(=O)(=O)N2CC(C)CC(C)C2)c(=O)n(C)c(=O)n1C (stereo not given),11%,1%,-18%,8%,-10%,-2%,3%,1%,0.4%
O=C(c1ccc2c(c1)OCO2)N(c1ccccc1)C1C=CS(=O)(=O)C1 (stereo not given),0%,1%,-12%,23%[57.1 µM],-2%,-27%,11%[57.1 µM],2%,-0.4%
Cc1ncc([N+](=O)[O-])n1CC(=O)Nc1ccccc1F,17%,-4%,-17%,12%,0%,14%,-2%,0%,-0.8%
CCCCN1C[C@H](Cc2ccccc2)[C@@H](CC(=O)NCc2ccc(OC)cc2)C1=O,-3%,4%,20%,1%&21%,0%,12%,-8%&-1%,2%&-3%,1.0%
O=C(NC1CCCC1)c1cnc2n(c1=O)CCS2,0%,13%,-5%,-10%,-2%,16%,-8%,2%,1.3%
Cc1ccc(O)c(NC(=O)C2=CC(c3cccs3)=NS(=O)(=O)N2C)c1,-1%[57.4 µM],0%&-14%,-15%&-10%,18%&14%,6%&-2%,-24%&1%,-1%[57.1 µM],-1%&2%,-1.0%&-2.3%
COC(=O)c1cc(C(=O)Nc2nnc(CC(C)C)s2)cc([N+](=O)[O-])c1,27%,0%,-16%,-6%,4%,-14%,-6%,2%,-2.0%

Sorted by length of the SMILES (lowest first): part of the list above.
Structure,12-LOX inh,IDH1 R132H inh,USP1-UAF1 inh,rTrxR1 inhibitor,Vif-APOBEC3F blk,RGS4 inh,TrxR1 substrate,Vif-APOBEC3G blk,RXFP1 ag
COc1cc2cnc(-c3ccsc3)cc2cc1OC,-24%,6%,-13%,21%,-1%,8%,2%,-6%,·
O=C(COC(=O)Cc1ccsc1)NCc1ccccc1,7%,-2%,-1%,7%,-5%,-5%,9%[0.0914 µM],0%,0.3%
CC(=O)n1nc(-c2ccco2)nc1SCc1ccccc1,·,-2%,-16%,?,-4%,-18%,7%[57.1 µM],-3%,-0.8%

The listing continues.
Structure,12-LOX inh,IDH1 R132H inh,USP1-UAF1 inh,rTrxR1 inhibitor,Vif-APOBEC3F blk,RGS4 inh,TrxR1 substrate,Vif-APOBEC3G blk,RXFP1 ag
CN1CCN(c2ccc(Cl)cc2NC(=O)c2cc(=O)[nH]c3ccccc23)CC1,-1%,1%,-22%,15%,-10%,-8%,6%,2%,-2.3%
CCCCC(=O)N1CCCC(C(=O)OCC)C1 (stereo not given),?,8%,-19%,10%,13%,-17%,0%,2%,-0.2%
COCc1nnc(NC(=O)c2ccc(S(=O)(=O)N(CC(C)C)CC(C)C)cc2)o1,0%,0%,-23%,6%,-4%,-10%[11.4 µM],0%,6%,0.4%
O=C(c1cc2n(n1)C(C(F)(F)F)CC(c1ccco1)N2)N1CCc2ccccc2C1 (stereo not given),41%,6%,-25%,-9%[57.1 µM],-2%,-40%,-27%[57.1 µM],2%,0.3%
CCOCC(=O)Nc1ccc(F)c(F)c1,10%,6%,-9%,7%,0%,128%[activator],-1%,3%,0.4%
Cc1ccc(-c2csc(N(CCCN(C)C)C(=O)c3ccco3)n2)cc1,-4%,4%,-11%,14%[57.1 µM],-1%,-13%,7%[57.1 µM],2%,2.0%
CN1CCNC(=O)C1CC(=O)O (stereo not given),-14%&3%,-1%,-8%,-25%,-5%,7%,11%,-5%,0.9%
COc1ccccc1CNC(=O)c1c(O)nc2cc(C)ccn2c1=O,?,-1%,-12%,10%,-2%,23%,4%,-4%,0.3%
CCOc1ccc(NC(=O)CN2CCN(CC(=O)Nc3ccc(F)cc3F)CC2)cc1,-29%,10%,-24%,12%[57.1 µM],0%,4%,1%[57.1 µM],3%,-1.2%
Nc1nc(SCC(=O)c2cc3ccccc3o2)n[nH]1,?,8%,-20%,-11%,-3%,?,1%,-6%,2.3%
